LEDGF integ inh – blockers of LEDGF/p75-dependent integrase strand transfer – biochemical, TR-FRET, high throughput, primary screen | 370,000 tested, 0.64% active | inhibition, % at 3.7 µM | AID 743269, 2014 | TR-FRET IN-LEDGF/p75 DNA integration, Eu/Cy5 | HIV-1 integrase (with human LEDGF/p75);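 active = inhibition above the screen-wide mean plus 3 SD, cut at about 13% in these data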;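 note: signal is the Cy5 over europium emission ratio at 671 and 618 nm; 0% = plate median of compound wells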
HTRA1 inhibitor – HTRA1 serine protease inhibitors, primary screen, biochemical, fluorescence polarization, HTS | recombinant HTRA1, FP-rhodamine activity-based probe | inhibition, % at 5.96 µM | 340,000 tested, 0.5% active; in the data active = inhibition above about 36%;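 note: 0% = enzyme with DMSO and 100% = wells lacking enzyme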
TCR-CD3 inh – inhibitors of human TCR-CD3 interaction, primary screen, biochemical, fluorescence, TAMRA-labeled TCR probe. T-cell receptor (TCR). inhibition, % at 9.4 µM. 360,000 tested, 0.37% active; in the data active = inhibition above about 19%;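 note: recombinant mutant TCR 2C K166C tagged with TAMRA read by polarization; 0% = receptor in buffer alone and 100% = receptor with positive control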
ABHD4 inh – ABHD4 inhibitors, primary screen, biochemical, fluorescence polarization, mouse; (Lyso)-N-acylphosphatidylethanolamine lipase (Mus musculus), Q8VD66; purified mABHD4, FP-Rh probe fluorescence polarization; inhibition, % at 8.92 µM; 370,000 tested, 0.54% active; AID 720543, 2013;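 active = inhibition exceeding the mean over every tested compound plus 3 SD, cut at about 30% in these data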;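 note: 0% = plate median of compound wells and 100% = S159A mutant with DMSO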
Target sequence (Q8VD66 whole entry, looked up): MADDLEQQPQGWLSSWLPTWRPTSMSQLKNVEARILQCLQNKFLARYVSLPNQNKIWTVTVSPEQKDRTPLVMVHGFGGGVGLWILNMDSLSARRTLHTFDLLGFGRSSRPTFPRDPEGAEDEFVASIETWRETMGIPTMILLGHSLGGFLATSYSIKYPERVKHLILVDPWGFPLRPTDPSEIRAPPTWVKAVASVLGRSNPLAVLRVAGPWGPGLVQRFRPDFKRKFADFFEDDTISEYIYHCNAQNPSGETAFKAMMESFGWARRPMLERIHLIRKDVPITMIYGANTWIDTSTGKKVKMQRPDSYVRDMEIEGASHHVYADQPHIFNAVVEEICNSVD
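assay system = mABHD4 protein | compound dosing = single nominal dose of 8.92 µM, 0.89% DMSO final | read-out basis = percent inhibition of probe binding, normalized to plate controls | schedule = Enzyme–compound pre-incubation 45 min, then probe 60 min, both 25 °C | detection = fluorescence polarization, excitation 525 nm, emission 598 nm, BODIPY TMR filters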
Rev-erbA mod – modulators of Rev-erb alpha DNA binding, primary screen, biochemical, FITC-DNA, fluorescence polarization, uHTS. Nuclear receptor subfamily 1 group D member 1 (Homo sapiens), P20393. Rev-erbα–FITC-DNA binding, 90 min. activity, % at 10 µM. 370,000 tested, 0.79% active. AID 1259318, 2017;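 active = activity above about 14%, limit read from the data; passing the limit was not always enough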;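 note: 0% = DMSO wells with 35 nM protein and 100% = DMSO wells with 750 nM protein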
TDP2 inh – human TDP2 enzyme inhibitors, primary screen, biochemical, epi absorbance, recombinant enzyme. AID 720702, 2013. inhibition, % at 12.8 µM. 370,000 tested, 0.34% active. Tyrosyl-DNA phosphodiesterase 2 (Homo sapiens), O95551. T5PNP hydrolysis, p-nitrophenol absorbance 415 nm;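 active = inhibition above the mean of all tested compounds plus 3 SD, set per campaign, cut at about 25% in these data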;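 note: 0% = DMSO with enzyme and 100% = buffer with substrate but no TDP2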
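Test system: human TDP2 enzyme; Input: 120 nM TDP2 per well; Buffer or medium: Mg2+-containing Tris-HCl buffer, pH 7.5; Reagent: 5 mM T5PNP; Dosing: 12.8 µM single point, 1% DMSO; Incubation: reaction 2 h, 37 °C; Detection: p-Nitrophenol epi absorbance; Read-out: % inhibition relative to enzyme-containing and enzyme-free wells; Replicates: single well per compound.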
PRMT1 FP inh – PRMT1 methyltransferase inhibitors, primary screen, biochemical, fluorescence polarization | Protein arginine N-methyltransferase 1 (Homo sapiens), Q99873 | recombinant PRMT1, activity-based probe fluorescence polarization | inhibition, % at 2.79 µM | 370,000 tested, 1.3% active | AID 652257, 2013;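 active = inhibition above about 21% made by adding two undisclosed values, limit read from the data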
rCAG RNA binder – binders of r(CAG) RNA repeats, primary screen, biochemical, fluorescence. r(CAG) RNA repeat, TO-PRO-1 dye displacement fluorescence. inhibition, % at 3 µM. 370,000 tested, 1.3% active. AID 651821, 2012;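 active = inhibition above the plate cutoff, the mean of all test compounds on that plate plus 3 SD, cut at about 35% in these data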;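 note: 0% = DMSO alone and 100% = 100 µM mitoxantrone as full dye displacement; higher means more dye released from RNA so lower well fluorescence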
SIAE inh – human SIAE inhibitors, primary screen, biochemical, fluorescence polarization, FP-Rh probe, 1536-well HTS; Sialate O-acetylesterase (Homo sapiens), Q9HAT2; SIAE FP-Rh probe binding; inhibition, % at 9.66 µM; 370,000 tested, 0.69% active; AID 1053197, 2014;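 active = inhibition above a cutoff: mean of compounds within the control limits plus 3 SD of those, cut at about 17% in these data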;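 note: 0% = plate median of compound wells and 100% = probe without SIAE protein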
Target sequence (Q9HAT2 whole entry, looked up): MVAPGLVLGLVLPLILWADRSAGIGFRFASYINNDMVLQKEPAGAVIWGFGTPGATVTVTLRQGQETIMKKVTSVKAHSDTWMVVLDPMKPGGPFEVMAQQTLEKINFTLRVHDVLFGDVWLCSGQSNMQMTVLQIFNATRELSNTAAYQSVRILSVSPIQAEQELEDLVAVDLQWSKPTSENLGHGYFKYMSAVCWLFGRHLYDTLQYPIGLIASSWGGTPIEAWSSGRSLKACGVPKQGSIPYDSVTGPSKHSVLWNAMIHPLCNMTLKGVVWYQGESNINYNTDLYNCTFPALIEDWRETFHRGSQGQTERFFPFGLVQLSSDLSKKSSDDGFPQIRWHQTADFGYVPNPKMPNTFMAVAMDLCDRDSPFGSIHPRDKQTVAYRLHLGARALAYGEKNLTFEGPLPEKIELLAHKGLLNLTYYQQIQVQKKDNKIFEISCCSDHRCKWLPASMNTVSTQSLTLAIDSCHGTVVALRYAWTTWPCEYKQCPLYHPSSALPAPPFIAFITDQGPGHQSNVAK
PG9 binder – binders of HIV-1 gp120 antibody PG9, primary screen, biochemical, TR-FRET | 360,000 tested, 0.43% active | AID 624416, 2012 | TR-FRET gp120-PG9 antibody binding | HIV-1 gp120 / PG9 antibody interaction | inhibition, % at 6.7 µM; in the data active = inhibition above about 8.5%
An asterisk follows results filed as active; · = no result given.

canonical_smiles,LEDGF integ inh,HTRA1 inhibitor,TCR-CD3 inh,ABHD4 inh,Rev-erbA mod,TDP2 inh,PRMT1 FP inh,rCAG RNA binder,SIAE inh,PG9 binder
O=S1(=O)CC(N2CCC(Cc3ccccc3)CC2)CN1CCc1ccccc1 (configuration not stated),-9,·,4,-1,-1,-7,0,-2,5,-0.8
O=C(C(=O)N1CCN(c2ccccc2)CC1)c1ccccc1,-2,·,1,5,-2,-6,1,0,-2,-1.1
CC(=O)OC(C(=O)NCc1ccc2c(c1)OCO2)c1ccccc1Cl (configuration not stated),-2,-4,5,2,5,-2,-2,-4,-4,-0.2
Cc1ccc(Cl)cc1NC(=O)COC(=O)CSc1ccccc1,-1,4,-5,4,-3,7,-3,0,-1,-0.5
COc1ccc(CNC(=O)C(CC(C)C)NC(=O)c2ccccc2C)cc1 (configuration not stated),4,-2,4,-5,-4,2,-3,-5,6,0.1
CCOC(=O)c1sc(NC(=O)c2cc(-c3ccccc3C)nc3ccccc23)c(C#N)c1C,-4,-3,2,2,2,2,3,15,8,-1.4
CCN1C=C(Cc2ccc(F)cc2)C2=C(C1)C(c1ccc(F)cc1)C(C#N)=C(N)O2 (configuration not stated),-1,-2,3,3,-2,-12,0,-4,-1,-1.1
Cc1cccc(/C(N)=N/OC(=O)N2c3ccccc3Sc3ccccc32)c1,-4,-23,2,26,-1,4,3,6,5,-4.5
CC(NC(=O)c1cc2cc(Cl)ccc2oc1=N)c1ccccc1 (configuration not stated),0,-4,-2,0,12,9,3,-3,0,1.3
COc1ccc(/C=N/Nc2cc(C)nc3ccccc23)cc1,4,-9,-3,-4,4,-11,5,27,-6,-1.6
CC(C)=C1C2CCC1C1C(=O)N(NC(=O)c3ccco3)C(=O)C21 (configuration not stated),-1,8,-6,5,2,0,-3,1,6,-0.5
CCC(=O)Nc1nc2ccccc2n1CCN(C)C,1,-1,2,-4,2,7,-3,0,-2,0.2
C/C(=N\OC(=O)c1ccc(F)cc1)c1nccs1,-1,-1,-1,4,-1,-1,0,-3,2,1.1
CC(c1ccccc1F)n1cc(C(=O)NCCCc2nc3ccccc3[nH]2)nn1 (configuration not stated),0,-2,0,-5,4,-2,6,-4,0,0.0
C/C(=C1/SC(N2CC(C)OC(C)C2)=NC1=O)c1ccccc1 (configuration not stated),-4,0,-4,-11,4,-8,5,-1,-6,0.3
CCOC(=O)c1c(C)[nH]c(C(=O)COC(=O)/C=C/c2ccc(O)c(OC)c2)c1C,3,1,-2,10,2,6,0,10,2,2.0
C[C@H]1CN([C@@H](C)CO)C(=O)c2cc(C#CCC3CCCC3)cnc2O[C@@H]1CN(C)C(=O)CC1CC1,3,-3,4,11,-2,2,4,3,-7,0.5
O=C1c2cccc3cccc(c23)C(=O)N1CCCCCc1n[nH]c(=S)o1,-1,-13,2,0,3,-8,9,38*,-1,1.6
Cc1ccc(C)c(S(=O)(=O)N2CCN(C(=O)[C@H](Cc3ccccc3)NC(=O)c3ccco3)CC2)c1,-4,-4,-8,-3,-4,4,0,2,-2,0.1
COC(=O)c1sccc1NC(=S)N1CCCC(C)C1 (configuration not stated),3,-5,2,6,5,1,-5,-4,4,-2.6
O=C(c1cccc([N+](=O)[O-])c1)c1ccc2c(c1)OCCOCCOCCOCCO2,-2,·,5,1,4,-10,-9,-5,4,-0.7
COc1ccc(C(C)(O)c2nc(-c3cc(F)cc(F)c3)cs2)cc1 (configuration not stated),-3,·,-4,-18,7,5,4,-1,-6,0.3
O=C(CN1CCN(Cc2ccc(Cl)cc2)C1=O)NCCCN1CCN(c2ccc(F)cc2)CC1,-4,4,6,8,1,0,-1,-2,-8,-0.9
CCOc1cc(C(=O)NCC(C)CN(C)C)cc(OCC)c1OCC (configuration not stated),0,10,-4,-4,0,6,0,-7,12,-0.3
CN(Cc1ccccc1)c1ncc(C=O)s1,-4,2,-3,0,3,-11,3,-2,1,-1.1
O=C(OCc1nnc(-c2ccccc2)o1)c1ccc([N+](=O)[O-])o1,-7,4,-1,-1,5,1,3,0,-2,-1.4
CCCC(=O)N1CCOCC1c1cc(C(=O)NCc2ccccc2)no1 (configuration not stated),0,·,2,0,0,3,-2,0,2,0.1
N#CC(C#N)=CN=c1ccn(Cc2ccc(Cl)cc2Cl)cc1,5,1,-2,-3,3,0,-2,0,3,0.2
S=c1[nH]nc(Cn2cnc3ccccc32)n1-c1ccccc1,0,-2,-2,-6,1,3,-5,-3,3,0.3
O=C(CN(C1CCCCC1)S(=O)(=O)c1ccc(F)cc1)Nc1ccc2c(c1)OCO2,0,-17,0,-4,-4,2,-1,2,-3,-0.5
O=C(O)CCC(=O)NNC(=O)CCC(=O)Nc1ccccc1,2,·,7,-3,2,3,-1,-3,10,-0.9
COC(=O)c1sc(S(=O)(=O)N2CCC(C(=O)O)CC2)c(C(=O)OC)c1C,-4,0,-5,4,-1,8,3,0,-4,-0.3
COC(=O)[C@@]12C[C@@H](CC(=O)N3CCN(C(=O)C4CC4)CC3)C(=O)N(Cc3ccco3)C1=CCC(C)(C)C2,0,·,0,-3,0,-1,-3,-1,4,-0.2
Cn1c(C2CCCN2C(=O)OC(C)(C)C)n[nH]c1=S (configuration not stated),0,2,-1,4,-2,9,3,-1,3,1.8
O=C(Nc1ccccc1)C(=O)Nc1ccc2c(c1)N(C(=O)C1CC1)CCC2,0,-23,2,6,-3,3,-3,-5,3,0.6
Cc1cnc(C(=O)NC(Cc2ccccc2)c2ccccc2)cn1 (configuration not stated),3,0,2,5,2,8,-4,-6,2,-1.3

Full records, looked up by structure:
COc1ccc(C(C)(O)c2nc(-c3cc(F)cc(F)c3)cs2)cc1 (configuration not stated) across the screens: LEDGF integ inh = -3; HTRA1 inhibitor = ·; TCR-CD3 inh = -4; ABHD4 inh = -18; Rev-erbA mod = 7; TDP2 inh = 5; PRMT1 FP inh = 4; rCAG RNA binder = -1; SIAE inh = -6; PG9 binder = 0.3
COC(=O)[C@@]12C[C@@H](CC(=O)N3CCN(C(=O)C4CC4)CC3)C(=O)N(Cc3ccco3)C1=CCC(C)(C)C2 across the screens: LEDGF integ inh = 0; HTRA1 inhibitor = ·; TCR-CD3 inh = 0; ABHD4 inh = -3; Rev-erbA mod = 0; TDP2 inh = -1; PRMT1 FP inh = -3; rCAG RNA binder = -1; SIAE inh = 4; PG9 binder = -0.2

Other results:
canonical_smiles,LEDGF integ inh,HTRA1 inhibitor,TCR-CD3 inh,ABHD4 inh,Rev-erbA mod,TDP2 inh,PRMT1 FP inh,rCAG RNA binder,SIAE inh,PG9 binder
O=C(Nc1nc(-c2ccc3c(c2)OCO3)cs1)c1ccncc1,-3,-7,1,1,-2,0,-2,3,-10,-1.2
Cc1ccc(OC(=O)c2ccc([N+](=O)[O-])cc2Cl)cn1,-2,7,-4,1,-4,-6,5,2,1,-2.3
Nc1cc2c(cc1[N+](=O)[O-])OCCOCCOCCO2,1,5,-5,-2,3,-8,4,-1,0,0.0
O=C(c1ccc2ncsc2c1)N1CCN(c2cccc(C(F)(F)F)c2)CC1,1,-14,-10,9,9,8,7,-1,11,1.5
CC1CCN(CCc2nc3cc(NC(=O)COc4ccc(Cl)cc4)ccc3n2C)CC1,-3,-1,-5,2,9,8,0,-8,1,-1.2
Cc1nn(CC(=O)NCc2ccccc2)c(=O)c2ccccc12,-1,3,4,0,1,-5,0,-2,1,0.3
Cn1c(CNS(=O)(=O)c2ccc(Cl)cc2)n[nH]c1=S,-3,3,5,4,8,9,1,0,-3,-2.3
O=C(Nc1cccc(S(=O)(=O)N2CCOCC2)c1)C1CC1,0,3,4,1,-1,3,-2,2,1,-0.7
CCc1ccc(-c2nc(CSCC(=O)N3CCN(c4ncccn4)CC3)c(C)o2)cc1,-5,0,0,5,2,-10,0,0,6,0.9
CC(=O)Nc1ccc(S(=O)(=O)NCCSCc2cccc(Cl)c2)cc1,4,-13,-8,-33,9,-10,0,7,-4,-2.5
CC1(C)Cc2cccc(OCC(=O)N3CCN(c4cccc(Cl)c4)CC3)c2O1,-6,-9,-4,-4,7,-5,1,-7,3,0.7
CCOC(=O)C1=C(C)OC(N)=C(C#N)C1c1cncc(-c2ccc(F)cc2)c1 (configuration not stated),0,0,2,3,-2,2,1,3,0,-3.9
O=C(Nc1cc(S(=O)(=O)N2CCCC2)ccc1OCC(F)(F)F)c1ccc(F)cc1,1,2,5,-2,6,0,-4,0,8,-1.2
Cc1ccc(S(=O)(=O)CCC(=O)OCC(=O)NCC(=O)Nc2cccc(C)c2C)cc1,1,3,-1,2,-1,13,1,-3,1,-0.1

Among those listed so far, 6 have an NH in an aromatic ring.
canonical_smiles,LEDGF integ inh,HTRA1 inhibitor,TCR-CD3 inh,ABHD4 inh,Rev-erbA mod,TDP2 inh,PRMT1 FP inh,rCAG RNA binder,SIAE inh,PG9 binder
CC(c1ccccc1F)n1cc(C(=O)NCCCc2nc3ccccc3[nH]2)nn1 (configuration not stated),0,-2,0,-5,4,-2,6,-4,0,0.0
CCOC(=O)c1c(C)[nH]c(C(=O)COC(=O)/C=C/c2ccc(O)c(OC)c2)c1C,3,1,-2,10,2,6,0,10,2,2.0
O=C1c2cccc3cccc(c23)C(=O)N1CCCCCc1n[nH]c(=S)o1,-1,-13,2,0,3,-8,9,38*,-1,1.6
S=c1[nH]nc(Cn2cnc3ccccc32)n1-c1ccccc1,0,-2,-2,-6,1,3,-5,-3,3,0.3
Cn1c(C2CCCN2C(=O)OC(C)(C)C)n[nH]c1=S (configuration not stated),0,2,-1,4,-2,9,3,-1,3,1.8
Cn1c(CNS(=O)(=O)c2ccc(Cl)cc2)n[nH]c1=S,-3,3,5,4,8,9,1,0,-3,-2.3

These rows are one share of the data; count on the stated rates, not on these rows.
